# Screening data (PubChem BioAssay)
# ERK EGF block – qHTS Assay for Inhibitors of the ERK Signaling Pathway using a Homogeneous Screening Assay; Stimulation with EGF; HEK293-V1b, EGF-stimulated phospho-ERK AlphaScreen; Potency, µM (series often up to 11.5 µM), inactives show top-dose activity change, negative = inhibition, usual class: inhibitors; 0.41% of 130,000 active; AID 1454, 2008; active = well fitted inhibition curve with a large enough effect; inconclusive = small, poorly fitted or top-dose-only effect, or effect the other way;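 also: plate controls were stimulated vehicle wells for no effect and unstimulated vehicle basal for full effect; nearly all actives have a fitted effect of over 55% in size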
#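 Homogeneous cell-based phospho-ERK assay: HEK293/V1b cells in 1% FBS, compound 30 min then EGF 5 min, AlphaScreen luminescence. Activity normalized between DMSO and 25 nM EGF controls; AC50 from Hill modelling.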
# * hit, by the source's call; ? = inconclusive; [ ] = remark or other dose. Potency is read from the fitted curve at half-maximal effect. A portion of the library; count on the stated rates, not on these rows.
Molecule,ERK EGF block
Cn1c(Cc2ccccc2)nnc1SCc1ccc(C(=O)O)cc1,-2.2%
CCOc1cccc(OCCOc2ccccc2[N+](=O)[O-])c1,?
COc1ccc(CC(=O)c2ccc(OC)c(OC)c2)cc1,3.7%
Cc1ccc(OCC(=O)c2cc(C)n(C3CC3)c2C)c([N+](=O)[O-])n1,1.0%
Cn1c(=O)c2c(nc(NCc3ccccc3)n2Cc2ccc(F)cc2)n(C)c1=O,5.4%
COc1ccc([N+](=O)[O-])cc1NC(=O)CCCOc1ccccc1,0.5%
COC(=O)c1ccccc1C(=O)N1CCOCCN(C(=O)c2ccccc2C(=O)OC)CCOCC1,-4.9%
CC(=O)Nc1ccc(NC(=O)/C(=C/c2ccco2)NC(=O)c2ccccc2)cc1,-6.8%
c1ccc2c(-c3cn4ccccc4n3)c[nH]c2c1,-2.7%
Cc1cc(Br)c(NC(=O)COC(=O)CSc2nnc(-c3ccc(Cl)cc3)o2)c(Br)c1,10.0%

# Going on with the list.
Molecule,ERK EGF block
COc1ccc2cc(C(=O)Nc3ccccc3)sc(=O)c2c1OC,-9.1%
C#CCOCCOCCOCCNc1nc(N2CCN(C(=O)[C@H](CCC(=O)O)n3cc(C(N)CO)nn3)CC2)nc(N2CCN(C(=O)[C@H](CCC(=O)O)n3cc(C(N)CC(C)C)nn3)CC2)n1 (some centres not stated),-4.4%[57.5 µM]
Cc1c(Cl)c([N+](=O)[O-])nn1CCCC(=O)Nc1cc(Oc2ccccc2)cc([N+](=O)[O-])c1,-0.7%
O=C(O)CCC1(c2ccccc2)NC(=O)NC1=O (configuration not stated),2.0%[57.5 µM]
CSc1ccc(C#N)cc1NC(=O)c1ccc(Cl)nc1,-3.0%
O=C(c1ccc(S(=O)(=O)N2CCOCC2)cc1)N(c1ccccn1)C1CCCCC1,-9.0%[57.5 µM]
COc1ccccc1CCn1cc(C#N)c(=O)[nH]c1=O,2.2%[57.5 µM]
N#C/C(=C\c1ccccc1)c1ccccn1,-2.2%
S=C1NC2=C(CCCC2=C2SCCCS2)C(c2ccccc2)N1 (configuration not stated),-0.6%
COC(=O)N/N=C/c1cc(C)n(-c2ccccc2)c1C,5.0%

# Additional structures:
Molecule,ERK EGF block
COc1ccccc1NC(=O)CCC(=O)N/N=C(/C)c1ccc(C)cc1,-4.9%
O=C(NCc1nc2ccccc2[nH]1)C1=C[C@@H](C2CCCCC2)C[C@@H](OCCCCO)O1,-2.4%[57.5 µM]
CCC(=O)N1N=C(c2ccc(NS(C)(=O)=O)cc2)CC1c1ccc(N(C)C)cc1 (configuration not stated),-0.6%
O=C(N/N=C/c1ccc(O)cc1O)c1ccc(CN2C(=O)c3cccc4cccc2c34)cc1,-8.2%
CSc1nc(N)nc(N(C)C)n1,0.2%[57.5 µM]
CCCC[n+]1ccc(-c2nc3ccc([N+](=O)[O-])cc3[nH]2)cc1,12.7%
CC(=O)c1ccc(OCC(C)C)c(Cc2c(O)nc(N)[nH]c2=O)c1,9.8%
O=C(COC(=O)c1ccccc1C(=O)c1ccccc1)NCc1ccc(F)cc1,-5.0%
Cc1ccc(S(=O)(=O)NN2C(=O)/C(=C/c3ccccn3)SC2=S)cc1,4.5%
COc1ccc(-c2csc(NC(=O)c3ccco3)n2)cc1,?

# Next results follow:
Molecule,ERK EGF block
O=C(/C=C/c1ccc(Cl)cc1)Nc1nccs1,6.0%
CCCCNC(=S)Nc1cc(S(=O)(=O)N2CCCCC2)ccc1C,13.9%[57.5 µM]
COc1ccc(-c2nc(CS(=O)CC(=O)NCc3ccccn3)c(C)o2)cc1 (configuration not stated),6.7%
CN1C(=O)C(C(=O)Nc2ccccc2F)c2ccccc21 (configuration not stated),9.0%
CN(C)S(=O)(=O)c1ccc(NC(=O)CSc2n[nH]c(=O)n2C2CC2)cc1,-9.1%
CC(C)NCc1cccc([N+](=O)[O-])c1,22.9%
O=C(c1ccc(COc2ccc(F)cc2)o1)n1cc(Br)cn1,-8.7%
Cc1ccc(/C=C/C(=O)N2CCN(c3ncccn3)CC2)o1,-0.5%
Cc1ccc(S(=O)(=O)N(C(=O)c2ccncc2)c2ccc(OC(=O)c3ccncc3)cc2)cc1,6.1%
CC(=O)c1ccc(NC(=O)c2ccc(CNc3c(N4CCOCC4)c(=O)c3=O)cc2)cc1,2.1%[57.5 µM]

# Three compounds already listed, arranged by SMILES length, descending.
Molecule,ERK EGF block
CC(=O)c1ccc(NC(=O)c2ccc(CNc3c(N4CCOCC4)c(=O)c3=O)cc2)cc1,2.1%[57.5 µM]
CN(C)S(=O)(=O)c1ccc(NC(=O)CSc2n[nH]c(=O)n2C2CC2)cc1,-9.1%
CCCCNC(=S)Nc1cc(S(=O)(=O)N2CCCCC2)ccc1C,13.9%[57.5 µM]

# (more compounds)
SMILES	ERK EGF block
CCOc1ccc(/C(O)=C2/C(=O)C(=O)N(CCN(CC)CC)C2c2ccco2)cc1 (configuration not stated)	-4.3%
Cc1c(CN2CCC(CO)(CCOc3ccccc3)CC2)[nH]c2ccc(Cl)cc12	-3.2%
Cc1ccc(C(=O)N/C(=C/c2cn(-c3ccccc3)nc2-c2ccccc2)C(=O)O)cc1	-6.6%[57.5 µM]
O=C(CCn1c(=S)oc2ccccc21)Nc1cccc(F)c1	21.9%
CCCCN1C(=O)C(O)(CC(=O)c2ccccc2OC)c2ccccc21 (configuration not stated)	-7.7%
Cc1ccc(-c2csc(NC(=O)/C=C/c3ccco3)c2C(=O)O)cc1	-6.8%
COc1ccc(CC(=O)Nc2ccccc2C(=O)N2CCOCC2)cc1OC	-8.0%
COc1ccc(OC)c(/C=N/NC(=O)CN2CCSCC2)c1	-10.9%
O=C(CCSCCc1ccccn1)Nc1ccc(Br)cc1F	9.1%
O=C(NCCc1ccccc1)/C(=C\c1ccc([N+](=O)[O-])cc1)NC(=O)c1ccc(Br)cc1	13.8%
CN1CCN(CC(O)(c2ccc(Cl)cc2)c2ccc(Cl)cc2)CC1	2.7%
CC(=O)Nc1ncc(Cc2cc(Cl)ccc2Cl)s1	1.4%
CCC(C)c1ccc(NC(=S)NC2CCN(Cc3ccccc3)CC2)cc1 (configuration not stated)	2.2%
CCC(=O)Nc1cc(OC)cc(OC)c1	-5.1%
C=CCN1C=CC(=C/C=C(/C#N)C(=O)OCC)C=C1	-4.2%

# Later entries.
SMILES	ERK EGF block
NNc1ncnc2scc(-c3ccc(Cl)cc3)c12	-2.4%
CC(C)OC(=O)c1c(NC(=O)CCC(=O)O)sc2c1CCCCC2	-7.5%
COc1ccc(C(=O)Nc2ccc(O)c3c(=O)cc(-c4cccc(Cl)c4)oc23)cc1	-0.9%[57.5 µM]
CCOC(=O)C(Oc1ccc2c(-c3ccccc3)cc(=O)oc2c1C)c1ccccc1 (configuration not stated)	-1.4%
O=C(CC1C(=O)NCCN1C(=O)Nc1ccc(F)cc1)Nc1cc(Cl)ccc1Cl (configuration not stated)	5.3%[57.5 µM]
CCOc1cc(C2C(C#N)=C(N)OC3=C2C(=O)CC(C)(C)C3)cc([N+](=O)[O-])c1O (configuration not stated)	2.5%
N#CC(c1ccc(O)cc1)N1CCOCC1 (configuration not stated)	10.3%
O=C(Oc1ccccc1)c1ccc2nsnc2c1	-13.0%
O=C(Nc1ccc(Cl)cc1Cl)NC1CCN(S(=O)(=O)c2ccc(F)cc2)CC1	-2.0%[57.5 µM]
O=C(O)CC1(CC(=O)Nc2ccc(Br)cc2)CCCCC1	?
Cc1c(NC(=O)CN2C(=O)c3ccc([N+](=O)[O-])cc3C2=O)c(=O)n(-c2ccccc2)n1C	-8.5%
CCN(CC)C(=O)c1sc2nc(-c3cccs3)cc(-c3cccs3)c2c1N	16.1%[57.5 µM]
CCCOc1ccc(Cc2c(Cl)nc(SC)nc2N(C)C)cc1	?
O=C(Nc1ccc(NC(=O)c2ccco2)c(Cl)c1)c1cccc([N+](=O)[O-])c1	-2.5%
COc1ccccc1CN=C1Nc2ccccc2CS1	-6.9%

# Copied from the list.
# ERK EGF block, NNc1ncnc2scc(-c3ccc(Cl)cc3)c12 reads -2.4%
# ERK EGF block, O=C(Oc1ccccc1)c1ccc2nsnc2c1 reads -13.0%

# The list continues.
SMILES	ERK EGF block
Cc1ccc(C(=O)N2C(CC(=O)Nc3ccc(Cl)cc3)C(=O)NC3CCCCC32)cc1 (configuration not stated)	-5.5%
O=C1N=c2ccccc2=C1c1sc(=O)[nH]c1O	-4.5%[57.5 µM]
C/C(CC(=O)Nc1cc(C)ccn1)=N\NC(=O)c1cccc(C)c1	-4.1%
COc1ccc(S(=O)(=O)N2CCOCC2)cc1NC(=O)CSc1n[nH]c(C(C)C)n1	5.1%
Cc1ccc(S(=O)(=O)NN2C(=O)/C(=C/c3cccn3C)SC2=S)cc1	-2.8%
O=C(CCl)Nc1cc(S(=O)(=O)N2CCCCCC2)ccc1Cl	-3.8%
O=C(c1ccco1)N1CCN(S(=O)(=O)c2ccccc2[N+](=O)[O-])CC1	0.7%
COC(=O)CCCC1=CC2=C(c3ccccc3)C(=O)C(C)(OC(=O)C3CCCC3)C(=O)C2=CN1C1CCCCC1 (configuration not stated)	?
CCCCC1=C([O-])C2N=CC=CC2=[N+](c2ccccn2)C1=O (configuration not stated)	9.9%
COc1cccc(-c2nc(N3CCN(Cc4ccccc4)CC3)c3ccccc3n2)c1O	-2.0%[57.5 µM]
CCCn1c(N/N=C\C=C\c2ccccc2)nc2c1c(=O)[nH]c(=O)n2C	-0.9%
COC(=O)C1=C(C)NC(=O)NC1c1ccccc1 (configuration not stated)	-2.1%
COc1ccc(-c2c[n+]3c(n2-c2ccccc2)SCC3)cc1OC	-5.3%
COc1ccc(N2CCN(Cc3nc4scc(-c5ccccc5)c4c(=O)[nH]3)CC2)cc1	?
COc1cc(NS(=O)(=O)c2ccc(NC(=S)NC(=O)c3cccs3)cc2)nc(OC)n1	6.5%

# (continued)
SMILES	ERK EGF block
Cc1ccc(C(=O)c2sc(Nc3ccccc3)c(C#N)c2N)cc1	-2.1%
Cc1cc(C)nc(SCC(=O)N(C)C)n1	8.0%
O=C1/C(=C/c2cccnc2)CCC/C1=C\c1cccnc1	-1.4%
Cc1ccc(C(=O)NNC(=O)CCCN2C(=O)/C(=C/c3ccccc3Cl)SC2=S)cc1	0.5%
O=C(COc1ccc([N+](=O)[O-])cc1)Nc1ccc2c(c1)OCO2	6.6%
OCCNCCCCOc1cccc(Br)c1	6.7%
O=C(Nc1ccccc1)C1=C[C@@H](c2ccc(Br)cc2)C[C@@H](OCc2ccc(CO)cc2)O1	-9.0%[57.5 µM]
C=CCc1ccc(OCC(O)CN2CCN(Cc3ccc(Cl)cc3)CC2)c(OC)c1 (configuration not stated)	13.8%
Cc1cc(C)cc(-n2ccnc2SCC(=O)O)c1	0.4%
COc1ccccc1NC(=S)N(Cc1ccc(Cl)cc1)CC1CCC(C(=O)O)CC1 (configuration not stated)	-4.1%
O=C(Nc1cccc(F)c1)N1CCC2(CC1)CCN(S(=O)(=O)c1ccccc1)CC2	-3.7%
C=C(C)[C@H]1CC[C@]2(C(=O)O)CC[C@]3(C)[C@@H](CC[C@H]4[C@@]5(C)CC[C@@H](O)C(C)(C)[C@@H]5CC[C@@]43C)[C@H]12	1.6%[25.7 µM]
COc1ccc(-c2csc(NC(=O)CCS(=O)(=O)c3ccccc3)n2)c(OC)c1	?
CCOC(=O)c1ccc[n+](C(C)C(=O)c2ccc(-c3ccccc3)cc2)c1 (configuration not stated)	1.0%
COc1ccc(N(CC(=O)Nc2ccccc2C(=O)N2CCOCC2)S(=O)(=O)c2ccc(F)cc2)cc1	1.5%

# The closing 6 records of the section above lead into the next:
SMILES	ERK EGF block
COc1ccccc1NC(=S)N(Cc1ccc(Cl)cc1)CC1CCC(C(=O)O)CC1 (configuration not stated)	-4.1%
O=C(Nc1cccc(F)c1)N1CCC2(CC1)CCN(S(=O)(=O)c1ccccc1)CC2	-3.7%
C=C(C)[C@H]1CC[C@]2(C(=O)O)CC[C@]3(C)[C@@H](CC[C@H]4[C@@]5(C)CC[C@@H](O)C(C)(C)[C@@H]5CC[C@@]43C)[C@H]12	1.6%[25.7 µM]
COc1ccc(-c2csc(NC(=O)CCS(=O)(=O)c3ccccc3)n2)c(OC)c1	?
CCOC(=O)c1ccc[n+](C(C)C(=O)c2ccc(-c3ccccc3)cc2)c1 (configuration not stated)	1.0%
COc1ccc(N(CC(=O)Nc2ccccc2C(=O)N2CCOCC2)S(=O)(=O)c2ccc(F)cc2)cc1	1.5%
O=C(O)C1Nc2c(O)cc(Cl)c([N+](=O)[O-])c2C2C=CCC12 (configuration not stated)	-2.1%
CC(C)(C)c1[nH]ncc1[N+](=O)[O-]	31.8%
CC(CN1CCCCC1)NC(=O)c1cc(-c2ccccn2)nc2ccc(Cl)cc12 (configuration not stated)	-13.0%
CC(C)(C)NNC(=S)Nc1ccc(S(=O)(=O)N2CCOCC2)cc1	2.7%
Brc1cc(/C=N/n2cnnc2)oc1Br	-1.0%
CNC(=O)CSc1nnc(COc2ccc([N+](=O)[O-])cc2)n1C	-11.1%
CCC1=C(OC(=O)N(CC)CC)N2C(=O)OC(=NCC3CC3)[C@]2(Cc2ccccc2)[C@H]2C1=CC[C@H]1C(=O)N(C)C(=O)[C@H]12	-3.7%
CCNC(=S)NCc1ccc(F)cc1	-8.8%
CC(=O)N/C(=C/c1ccc2c(c1)OCO2)C(=O)NCc1ccccc1	-17.5%
COc1ccc(OC)c(/C=N/NC(=O)C(=O)NCc2cccnc2)c1	9.2%
CCN(CC)c1ccc(NC(=O)c2ccccc2OCC(=O)OC)cc1	-5.9%
Cc1c(C(=O)C(=O)N2CC=C(c3ccccc3)CC2)c2ccccc2n1C	5.9%
COc1ccccc1NC(=O)Nc1ccc(CC#N)cc1	0.7%[57.5 µM]
N#Cc1c(NC(=O)C2CC(c3c(F)cccc3Cl)=NO2)sc2c1CCC2 (configuration not stated)	1.8%
Cc1ccccc1NC(=S)N1CCN(Cc2ccccc2)CC1	5.3%
CCN(CC)S(=O)(=O)c1cccc(-c2nnc(SCC(=O)NC)n2N)c1	5.1%
COc1ccc(S(=O)(=O)N(C)CC(=O)Nc2ccc(C(N)=O)cc2)cc1OC	-0.4%
